# From PubChem
# TDP1 cell CPT – DT40-hTDP1 cell growth loss with CPT; 420,000 tested, 12% active; chicken DT40 Tdp1-/-;hTDP1 cells + 20 nM CPT, ATP luminescence, 48 h; Potency, µM (series often up to 46.2 µM), inactives show at the top dose activity change, negative = growth inhibition, hits mostly inhibitors; AID 686979; note: nearly all actives have a fitted effect of over 55% in size
#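 Cell growth measured by CellTiter-Glo luminescence after a minimum 48 h, 37 C compound exposure with 20 nM CPT in Tdp1-knockout DT40 cells stably expressing hTDP1, seeded 400/well; qHTS titration format.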
# DT40 TDP1 no CPT – qHTS for Inhibitors of human tyrosyl-DNA phosphodiesterase 1 (TDP1): qHTS in cells in absence of CPT; DT40 Tdp1-/- hTDP1 cells, no CPT, ATP luminescence, 48 h; Potency, µM (titrated, usually from 46.2 µM), for the others: at the top dose activity change, negative = growth inhibition, usual class: inhibitors; 420,000 tested, 15% active; AID 686978, 2013; note: nearly all actives have a fitted effect of over 55% in size
#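 A cellular qHTS used chicken DT40 cells lacking endogenous Tdp1 but carrying stably transfected human TDP1. Compounds were applied without camptothecin, and cell growth kinetics were judged by ATP-dependent luminescence after ≥48 hr.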
# GCN5L2 inh – GCN5L2 (KAT2A) acetyltransferase inhibition. Q92830. GCN5L2 HAT assay, ThioGlo1 CoA-SH fluorescence. Potency, µM (top dose mostly 58.9 µM), without a hit: at the top dose activity change, negative = inhibition, actives largely listed as inhibitors. 390,000 tested, 0.21% active
# Target sequence (Q92830 whole entry, looked up): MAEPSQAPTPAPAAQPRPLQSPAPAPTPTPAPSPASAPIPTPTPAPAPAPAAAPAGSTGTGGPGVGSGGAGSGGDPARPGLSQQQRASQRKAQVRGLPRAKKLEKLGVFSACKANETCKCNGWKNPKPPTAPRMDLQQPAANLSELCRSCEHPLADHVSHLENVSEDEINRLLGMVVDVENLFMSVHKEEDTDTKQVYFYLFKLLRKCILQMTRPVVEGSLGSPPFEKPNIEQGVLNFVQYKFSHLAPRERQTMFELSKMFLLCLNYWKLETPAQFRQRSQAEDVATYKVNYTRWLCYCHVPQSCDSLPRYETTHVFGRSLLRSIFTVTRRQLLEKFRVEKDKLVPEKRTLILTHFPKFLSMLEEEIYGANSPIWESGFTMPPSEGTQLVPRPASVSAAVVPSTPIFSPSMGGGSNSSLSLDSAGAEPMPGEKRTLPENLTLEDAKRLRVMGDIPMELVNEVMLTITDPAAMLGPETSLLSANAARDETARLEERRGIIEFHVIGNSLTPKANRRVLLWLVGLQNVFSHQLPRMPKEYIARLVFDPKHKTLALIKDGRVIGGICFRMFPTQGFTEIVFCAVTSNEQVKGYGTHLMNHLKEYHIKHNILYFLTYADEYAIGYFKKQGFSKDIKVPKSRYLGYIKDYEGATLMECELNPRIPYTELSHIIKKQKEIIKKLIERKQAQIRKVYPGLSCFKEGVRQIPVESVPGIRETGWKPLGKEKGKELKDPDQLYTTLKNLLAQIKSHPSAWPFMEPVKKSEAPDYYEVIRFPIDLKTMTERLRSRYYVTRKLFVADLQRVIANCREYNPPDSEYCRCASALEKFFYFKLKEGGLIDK
#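 qHTS, 1536-well. 20nM enzyme, pH 7.5 HEPES/EDTA/Tween-20 buffer; 15 min compound preinc., RT. Start: 75uM H3(1-25), 70uM AcCoA, 50uM ThioGlo1. Read Ex340/Em540 at t=0 (autofluorescence flag) and t=20 min.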
# An asterisk follows results filed as active; ? = inconclusive; nt = no result given; & = joins results of further samples; [ ] = dose if it differs, or a comment. Calls come from the whole dose curve; as a rule, active = well fitted curve in the direction sought with a large enough effect; inconclusive = small, poorly fitted or top-dose-only effect, or another doubt; inactive = no such curve, though single readings can be large; an effect the other way counts as inactive or inconclusive. % is set by controls: 0 for no effect and ±100 for the full control effect; potency is the fitted concentration of half-maximal effect.
SMILES | TDP1 cell CPT | DT40 TDP1 no CPT | GCN5L2 inh
CCCCCc1ccc(-c2cn(Cc3ccc([N+](=O)[O-])cc3)nn2)cc1 | 10%&-47% | -22%&-34% | 4%
CNc1ncnc2c1ncn2[C@H]1CN(C2CCCC2)C[C@@H](CO)O1 | 1.6µM* | -9% | nt
Cc1ccc(S(=O)(=O)c2cc(C)cc(S(=O)(=O)Nc3ccc(C(=O)O)cc3)c2C)cc1 | 14% | 1% | -5%
O=C(NCc1ccc(F)cc1)Nc1cccc(Cl)c1 | 3% | -19% | -7%
O=C(Nc1cccc(NC(=O)c2cccnc2Cl)c1)c1ccco1 | -6% | -16% | 4%
Cc1c(C(=O)NC2CCS(=O)(=O)C2)oc2ccccc12 (configuration not stated) | -1% | 0% | -6%
CCN(CC(=O)NC(=O)NCc1ccco1)Cc1ccccc1 | -19% | -24% | 3%
O=C(NCC1CCCO1)C(c1ccncc1)N(Cc1ccc(F)cc1)C(=O)CN1C(=O)c2ccccc2S1(=O)=O (configuration not stated) | 3% | ? | 1%
Cc1ccc(/C=C/C(=O)N2CC(C)CC(C)C2)o1 (configuration not stated) | 1.5µM* | 3.3µM* | -10%
CC1CCCN(S(=O)(=O)c2ccc3c(c2)CCN3C(=O)CCC(=O)O)C1 (configuration not stated) | 6% | 2% | -3%
Cc1cc(C)c(NC(=O)c2cc(S(=O)(=O)N3CCOCC3)ccc2F)c(C)c1 | ? | -23% | -4%
COC(=O)c1cc(=O)n(Cc2ccc3c(c2)OCO3)c(=Nc2ccccc2)s1 | 12% | ? | -2%
COc1ccccc1C(CNc1ncnc2sc(C)c(C)c12)N(C)C (configuration not stated) | ? | 21µM* | -3%
COc1ccccc1CNC(=O)CCn1c(=O)c2ccccc2n(CC(=O)Nc2ccc(C)cc2)c1=O | ? | ? | 12%
COCC(C)n1c(C)cc(C(=O)COC(=O)c2ccc(N3CCCC3=O)cc2)c1C (configuration not stated) | -15% | -21% | -8%

# The list goes on:
SMILES | TDP1 cell CPT | DT40 TDP1 no CPT | GCN5L2 inh
COc1cc(/C=C/c2nc(N)nc(-c3ccccc3O)n2)cc(OC)c1OC | ? | 10µM* | 22%
Cc1ccc([C@H]2C(C(=O)O)=CC[C@@H](c3cccc(C)c3)N2S(=O)(=O)c2ccc(C)cc2)cc1 | 0% | -1% | -4%
NC(=O)c1ccc(NS(=O)(=O)c2ccccc2F)cc1 | -1% | -7% | -1%
Cc1c2cnn(CC(=O)N3CCCCC3)c(=O)c2c(C)n1Cc1ccc(Cl)cc1 | 23µM* | 23µM* | -7%
O=C(C[C@@H]1C/C=C\C[C@H](Cc2ccc(F)cc2)C(=O)OCCNC1=O)NCCO | 2% | -4% | -5%
COC(=O)c1ccc(NC(=O)c2snnc2-c2ccccc2)cc1 | ? | ? | 0%
CCOC(=O)c1c(C)n(C)c2ccc(O)c(CN3CCN(C)CC3)c12 | -7% | -18% | -11%
Cc1ccc(CC2(C)C(=O)Nc3ccc(OC(F)(F)F)cc32)cc1 (configuration not stated) | ? | ? | nt
O=S(=O)(c1ccccc1)N1CCC2(CC1)CN(c1ncccn1)C2 | -2% | -11% | -5%
CS(=O)(=O)N1CCN(C(=O)c2cc(-c3cccnc3)nc3ccc(Br)cc23)CC1 | -4% | 9.2µM* | -4%
CC1CCCCN1C(=O)CSc1nnc(-c2cccnc2)n1C1CCCCC1 (configuration not stated) | -3% | -12% | 3%
CC1Cc2ccccc2N1CC(=O)Nc1cccc(S(N)(=O)=O)c1 (configuration not stated) | 10% | -13% | -1%
Cn1nccc1C(=O)N1CCc2c([nH]c3ccccc23)C1c1ccc(F)cc1 (configuration not stated) | -14% | -7% | -18%
Cc1ccc(-c2nnc(Nc3ccc(O)cc3)c3ccccc23)cc1S(=O)(=O)NCc1nc2ccccc2[nH]1 | -5% | -12% | -14%
O=C(COC(=O)/C=C/c1cccs1)Nc1ccc2ccccc2c1 | -17% | -5% | 0%

# An excerpt of these results, with values under each structure.
# Results follow in this order: TDP1 cell CPT	DT40 TDP1 no CPT	GCN5L2 inh
CCOC(=O)c1c(C)n(C)c2ccc(O)c(CN3CCN(C)CC3)c12
 : -7%	-18%	-11%
COC(=O)c1cc(=O)n(Cc2ccc3c(c2)OCO3)c(=Nc2ccccc2)s1
 : 12%	?	-2%
Cc1ccc(/C=C/C(=O)N2CC(C)CC(C)C2)o1 (configuration not stated)
 : 1.5µM*	3.3µM*	-10%

# The results go on:
SMILES | TDP1 cell CPT | DT40 TDP1 no CPT | GCN5L2 inh
COC(=O)c1sc2nc(C)nc(SCC(=O)C(C)(C)C)c2c1C | -27% | ? | -8%
COc1cc(/C=C/C(=O)OCC(=O)NCc2ccco2)ccc1O | 21µM* | 16µM* | -3%
CCN(Cc1ccncc1)C(=O)CCc1nnc(CCc2ccccc2OC)o1 | -3% | -10% | 4%
CCOc1ccc(C(=O)Cn2c(=O)n3nc(CCn4nc(C)cc4C)nc3c3cc(OC)c(OC)cc32)cc1 | 14% | -2% | -4%
COc1ccc2cc3cc(C(=O)N4CC(C)CC(C)C4)oc3nc2c1 (configuration not stated) | -8% | -17% | -20%
CN(Cc1cccnc1)Cc1cn[nH]c1-c1ccc(-c2ccccc2)cc1 | ? | ? | -1%
CCOC(=O)Cn1c(=O)n(Cc2ccccc2)c(=O)c2cccnc21 | -5% | -7% | 25%
Cc1cc(OCC(=O)Nc2sc3c(c2C(N)=O)CCCC3)ccc1C(C)C | 0% | -19% | -7%
Cc1oc(-c2ccc(C(=O)Nc3ccc(F)cc3)cc2)nc1COc1ccccc1 | ? | ? | -2%
CCC(C(=O)OC(C)C)c1ccc2ccccc2c1 (configuration not stated) | ? | -16% | -23%
CCCCC(=O)N(C)c1c(C)nc2ccc(C(=O)N3CCN(S(=O)(=O)CC)CC3)cn12 | 11% | 0% | nt
CN(C)S(=O)(=O)c1ccc(C(=O)Nc2nc3ccccc3[nH]2)cc1 | 14% | -7% | -13%
Nc1cc2c(cc1C(=O)c1ccccc1)OCCO2 | 11% | -28% | -3%
Cc1ccccc1NS(=O)(=O)c1ccc(C(=O)NCc2ccccc2CN2CCCC2)cc1 | ? | 23µM* | nt
COCCCN(C(=S)Nc1c(C)cc(C)cc1C)C(C)c1ccncc1 (configuration not stated) | 0% | -2% | -2%

# The listing continues:
SMILES | TDP1 cell CPT | DT40 TDP1 no CPT | GCN5L2 inh
CCCN(CC(=O)Nc1cc(Cl)ccc1Cl)C(=O)c1ccc2n[nH]nc2c1 | 3% | 1% | -10%
CC(=O)Oc1ccc2c(=O)c(N3C(=O)c4ccccc4C3=O)c(C)oc2c1C | 0% | -19% | -3%
CCCn1c(Nc2cccc(OC)c2)nc2ccccc21 | ? | ? | -3%
COc1ccc(CNC(=O)CC2Oc3ccc(C)cc3NC2=O)cc1 (configuration not stated) | -7% | -10% | -1%
CCOc1ccccc1-c1noc(CSc2nnc(-c3ccncc3)n2-c2ccc(F)cc2)n1 | -77% | 16µM* | -8%
COc1ccccc1N1CCN(C(=O)CSc2nnc3c4ccccc4n(CC(=O)O)c3n2)CC1 | -11% | -18% | -1%
O=C(Nc1ccc(F)cc1)N1CCN(C(=O)c2nsc3ccccc23)CC1 | ? | ? | -3%
CN(Cc1cnn(C)c1)S(=O)(=O)c1cccc([N+](=O)[O-])c1 | 0% | -8% | 0%
N#CCc1nnc2n1-c1ccccc1CCC2 | -2% | -7% | -18%
O=C(Nc1ccc(C(=O)O)cc1)/C(=C\C=C\c1ccccc1)NC(=O)c1ccccc1Cl | 10% | -11% | -5%
c1ccc(Nc2nnc(-c3cccnc3)s2)cc1 | -6% | ? | 0%
O=C(Cn1nnc2ccccc2c1=O)NCCc1ccccc1 | -4% | -4% | -1%
COCCNC(=S)N(CCc1c(C)[nH]c2ccc(Cl)cc12)Cc1cccnc1 | ? | 21µM* | -1%
N#CC1=C(N)OC2=C(C(=O)CCC2)C12C(=O)N1CCCc3cccc2c31 (configuration not stated) | -2% | -6% | -13%[0.501 µM]
COc1ccc(Cl)cc1NC(=O)c1nn(-c2ccc(C)cc2)c(=O)n(C)c1=O | 16µM* | -18% | -3%

# Continued; it opens with the 6 that closed the last part.
SMILES | TDP1 cell CPT | DT40 TDP1 no CPT | GCN5L2 inh
O=C(Nc1ccc(C(=O)O)cc1)/C(=C\C=C\c1ccccc1)NC(=O)c1ccccc1Cl | 10% | -11% | -5%
c1ccc(Nc2nnc(-c3cccnc3)s2)cc1 | -6% | ? | 0%
O=C(Cn1nnc2ccccc2c1=O)NCCc1ccccc1 | -4% | -4% | -1%
COCCNC(=S)N(CCc1c(C)[nH]c2ccc(Cl)cc12)Cc1cccnc1 | ? | 21µM* | -1%
N#CC1=C(N)OC2=C(C(=O)CCC2)C12C(=O)N1CCCc3cccc2c31 (configuration not stated) | -2% | -6% | -13%[0.501 µM]
COc1ccc(Cl)cc1NC(=O)c1nn(-c2ccc(C)cc2)c(=O)n(C)c1=O | 16µM* | -18% | -3%
O=C(NNC(=O)c1ccc([N+](=O)[O-])cc1)NC1CCCCC1 | -8% | -12% | -8%
Clc1ccc(-n2nnnc2CN2CCCCC2)cc1Cl | -6% | -20% | 1%
COc1ccc(NC(=O)CN2CCCCCC2)cc1OC | 9% | -4% | -2%
COc1ccc([N+](=O)[O-])cc1-c1nc2ccccc2nc1-c1ccccc1 | ? | -36% | -10%
COC(=O)CCc1nc2ccccc2[nH]c1=O | -4% | -13% | -2%
O=C(CSc1nc(O)cc(=O)[nH]1)Nc1ccc2c(c1)CCC2 | -1% | -6% | -17%
CC#CCN1c2ccccc2[C@]23C[C@@H](C(=O)OC)N(C(=O)c4cc(C)oc4C)C2=NC(C(=O)OC)=C(C(=O)OC)[C@H]13 | -1% | ? | -4%
Cc1ccc(-n2c(Cl)c(Cl)[nH]c(=O)c2=O)cc1 | -14% | -3% | -1%
Cc1ccc(S(=O)(=O)CC(=O)Nc2nccs2)cc1 | 3% | 4% | -10%
CC(C)(CO)CNC(=O)CCc1nnc(Cc2ccc(-c3ccccc3)cc2)o1 | 4% | -15% | -8%
C=CCNC(=S)N1CCN(c2ncc(C(F)(F)F)cc2Cl)CC1 | ? | ? | 3%
CCOc1ccccc1OCCCC(=O)N1CCN(S(=O)(=O)c2ccc(C)cc2C)CC1 | 21µM* | -57% | -3%
Cc1ccc(NC(=O)c2ccc3c(c2)NC(=O)CS3)nc1 | 0% | -29% | 3%
Cc1cccc(/C=C/c2nc3ccccc3c(=O)n2Cc2ccccc2)c1 | ? | ? | -12%
Cc1cc(C(=O)NCCN2CCCCC2C)n(-c2ccccc2)n1 (configuration not stated) | 2% | 0% | -1%

# Continuation:
SMILES | TDP1 cell CPT | DT40 TDP1 no CPT | GCN5L2 inh
COc1ccc(-c2cc(C(=O)Nc3cccnc3)no2)cc1OC | 0%&-15% | -14%&-17% | -13%&-1%
Clc1ccccc1Cn1nnc2c(N3CCCC3)ncnc21 | ? | ? | -5%
NC1=C([N+](=O)[O-])C(c2ccc(F)cc2)C2=C(CCCC2=O)O1 (configuration not stated) | 1% | 10% | -4%
CCc1nn2c(=O)c(S(=O)(=O)Nc3ccc(C(C)C)cc3)c(C)nc2s1 | ? | 16µM* | 0%&1%
CC(C)CN(C(=O)COC(=O)COc1ccc2c(c1)CCC2)c1c(N)n(Cc2ccccc2)c(=O)[nH]c1=O | -2% | 3% | 3%
COc1ccc(/C=N/NC(=O)c2nc(-c3ccccc3)n(-c3ccccc3)n2)cc1OC | ? | ? | 17%
CCn1c(SCC(=O)Nc2nonc2C)nnc1-c1ccco1 | -9% | -3% | -1%
COc1ccc(Cl)cc1N(C)C(=O)Cn1cnc2sc(C)c(S(=O)(=O)N3CCN(c4ncccn4)CC3)c2c1=O | -25% | ? | -11%
O=C1c2ccccc2-c2c1c1ccccc1c(=O)n2CCO | 6.5µM* | 7.3µM* | nt
CCn1cc(Cl)c(C(=O)NNC(=O)CCn2ccc([N+](=O)[O-])n2)n1 | 0% | 3% | -4%
CN1CCN(c2ccc(NC(=O)CSc3ccccc3)cc2F)CC1 | -4% | -24% | 0%
CC(C)Oc1ccc(S(=O)(=O)N2CCOCC2)cc1NC(=O)CN1C(=O)c2ccccc2C1=O | -16% | 3% | nt
Cc1sc2ncnc(N/N=C/c3cccc(O)c3)c2c1C | 2% | -22% | -5%
COc1cccc(CNC(=O)CSC(=S)N2CCCC2)c1 | -13% | -2% | -22%
CCN1C(=O)[C@H]2[C@@H](c3ccc(C)cc3)N3C(=O)N(c4ccc(C)cc4)C(=O)[C@@]3(CC)[C@H]2C1=O | -6% | -16% | -4%

# Additional structures
SMILES | TDP1 cell CPT | DT40 TDP1 no CPT | GCN5L2 inh
COc1cc(S(=O)(=O)NCc2ccccn2)ccc1Cl | ? | ? | -3%
Nc1cc2nn(-c3ccccc3)nc2cc1Cl | 0% | 19% | -4%
O=Cc1ccc(-c2ccccc2OC(F)(F)F)o1 | ? | ? | -3%[0.501 µM]
Cc1ccc(CC(=O)NCc2nc(-c3cccc(C)c3)no2)cc1 | -17% | ? | -4%
